G9a inh – qHTS Assay for Inhibitors of Histone Lysine Methyltransferase G9a. Histone-lysine N-methyltransferase EHMT2 (Homo sapiens), Q96KQ7. G9a H3K9 monomethylation, AlphaScreen, 2 h. Potency, µM (doses to about 102 µM), without a hit: at the top dose activity, negative = inhibition, actives largely listed as inhibitors. 8.8% of 350,000 active. AID 504332, 2011; also: % is scaled to controls: 0 for no effect and ±100 for the full control effect; nearly all actives have a fitted effect of over 75% in size
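G9a (20 nM) preincubated 15 min RT with compounds, then 500 nM biotinylated H3K9 peptide and 20 uM SAM added; 2 h RT reaction. Monomethyl-H3K9 product detected by AlphaScreen with anti-H3K9me1 antibody, streptavidin donor and anti-rabbit IgG acceptor beads.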
BLM helicase inh – qHTS Assay for Inhibitors of Bloom's syndrome helicase (BLM). RecQ-like DNA helicase BLM (Homo sapiens), P54132. recombinant BLM DNA unwinding, fluorescence dequenching. Potency, µM (doses to about 56.1 µM), for the others: at the highest dose activity change, negative = inhibition, actives largely listed as inhibitors. 0.2% of 350,000 active. AID 2528, 2010;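 also: plate controls were vehicle for no effect and no enzyme for full effect; nearly all actives have a fitted effect of over 35% in size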
POLH inh – qHTS for Inhibitors of Polymerase Eta; 1.2% of 390,000 active; recombinant Pol eta, fluorescent DNA replication assay; Potency, µM (top dose mostly 114 µM), inactives show at the highest dose activity change, negative = inhibition, actives largely listed as inhibitors; also: % is scaled to controls: 0 for no effect and ±100 for the full control effect
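Pol eta at 10 nM preincubated with compounds 15 min at room temperature; reaction started with fluorescent substrate (50 nM final) and read kinetically at 0 and 10 min.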
BAZ2B block – qHTS Assay for Inhibitors of BAZ2B; Bromodomain adjacent to zinc finger domain protein 2B (Homo sapiens), Q9UIF8; AlphaScreen BAZ2B-H3K14Ac peptide displacement; Potency, µM (series often up to 114 µM), for inactives: at the highest dose activity change, negative = inhibition, most hits filed as inhibitors; 4.4% of 360,000 active; also: % is scaled to controls: 0 for no effect and ±100 for the full control effect; nearly all actives have a fitted effect of over 60% in size
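Protein-peptide AlphaScreen: BAZ2B 50 nM, b-H3K14Ac 50 nM, 1x PBS pH 7.4 + 0.01% Tween-20. Preincubation 30 min RT; cpd 30 min RT (top 110 uM); beads 20 min RT, light-protected.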
POLI inh – qHTS for Inhibitors of Polymerase Iota; DNA polymerase iota (Homo sapiens), Q9UNA4; 1% of 390,000 active; Pol iota fluorescent replication assay, 10 min; AID 588590, 2011; Potency, µM (highest dose often 115 µM), for the others: at the top dose activity, negative = inhibition, hits mostly inhibitors
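Pol iota at 10 nM preincubated 15 min with compounds at room temperature; reaction started with fluorescent substrate, 50 nM final. Fluorescence read kinetically at 0 and 10 min; buffer-only wells as negative control.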
JMJD2A Tudor inh – qHTS Assay for Inhibitors of JMJD2A-Tudor Domain; Lysine-specific demethylase 4A (Homo sapiens), O75164; AlphaScreen JMJD2A-Tudor / H3K4me3 peptide binding; Potency, µM (top dose mostly 114 µM), for inactives: top-dose activity change, negative = inhibition, actives largely listed as inhibitors; 4.4% of 390,000 active; AID 504339, 2011; also: % is scaled to controls: 0 for no effect and ±100 for the full control effect; nearly all actives have a fitted effect of over 50% in size
APEX1 inh – qHTS Assay for Inhibitors of the Human Apurinic/apyrimidinic Endonuclease 1 (APE1); recombinant APE1, TAMRA/BHQ-2 abasic DNA cleavage fluorescence; Potency, µM (doses to about 65.8 µM), inactives show at the top dose activity change, negative = inhibition, hits mostly inhibitors; 0.35% of 350,000 active; DNA repair nuclease/redox regulator APEX1 (Homo sapiens), P27695;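 also: plate controls were vehicle for no effect and reference inhibitor for full effect; nearly all actives have a fitted effect of over 55% in size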
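Activity was derived from the fluorescence gain between first and third kinetic reads (60 s intervals, ex 525/em 598 nm) after 50 nM THF-abasic TAMRA/BHQ-2 duplex was added to 0.75 nM APE1 preincubated 15 min with compound.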
Pol kappa inh – qHTS for Inhibitors of Polymerase Kappa | DNA polymerase kappa (Homo sapiens), Q9UBT6 | purified Pol kappa, fluorescent DNA synthesis assay, 10 min | Potency, µM (series often up to 107 µM), inactives show top-dose activity, negative = inhibition, hits mostly inhibitors | 0.53% of 400,000 active | AID 588579, 2011; also: % is scaled to controls: 0 for no effect and ±100 for the full control effect
Target sequence (Q9UBT6 whole entry, looked up): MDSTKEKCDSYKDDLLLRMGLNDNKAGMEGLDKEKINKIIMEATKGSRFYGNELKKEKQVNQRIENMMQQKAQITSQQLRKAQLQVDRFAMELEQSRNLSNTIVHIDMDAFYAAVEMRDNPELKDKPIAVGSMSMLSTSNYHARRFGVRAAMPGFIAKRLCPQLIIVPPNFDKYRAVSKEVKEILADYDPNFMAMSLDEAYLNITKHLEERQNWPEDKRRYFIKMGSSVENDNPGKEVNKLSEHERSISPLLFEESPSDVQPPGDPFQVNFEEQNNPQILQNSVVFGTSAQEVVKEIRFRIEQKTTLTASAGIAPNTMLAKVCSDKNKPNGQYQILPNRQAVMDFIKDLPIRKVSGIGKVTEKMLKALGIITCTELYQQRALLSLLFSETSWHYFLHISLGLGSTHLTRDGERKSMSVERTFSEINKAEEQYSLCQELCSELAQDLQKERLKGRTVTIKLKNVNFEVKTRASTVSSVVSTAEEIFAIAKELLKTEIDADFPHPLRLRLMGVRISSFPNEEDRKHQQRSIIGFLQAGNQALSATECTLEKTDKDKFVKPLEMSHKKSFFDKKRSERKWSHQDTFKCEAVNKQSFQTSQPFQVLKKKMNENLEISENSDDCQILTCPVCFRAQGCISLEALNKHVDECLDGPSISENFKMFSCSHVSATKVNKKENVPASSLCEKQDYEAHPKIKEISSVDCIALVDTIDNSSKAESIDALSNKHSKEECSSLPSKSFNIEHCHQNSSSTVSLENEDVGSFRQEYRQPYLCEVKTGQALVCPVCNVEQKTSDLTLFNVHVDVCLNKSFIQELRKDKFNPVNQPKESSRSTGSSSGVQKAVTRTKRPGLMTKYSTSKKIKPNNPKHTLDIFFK
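Kinetic fluorescence readout at 0 and 10 min followed reaction start with substrate at 50 nM final. Beforehand, enzyme (10 nM Pol kappa) stood 15 min with compound at room temperature; buffer-only wells were negative controls.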
Pol beta inh – qHTS Assay for Inhibitors of DNA Polymerase Beta; Potency, µM (highest dose often 114 µM), inactives show at the highest dose activity change, negative = inhibition, usual class: inhibitors; Pol beta primer extension/strand displacement, fluorescence kinetic; 1.3% of 340,000 active; also: % is scaled to controls: 0 for no effect and ±100 for the full control effect
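Enzyme-only controls used 10 nM Pol beta; buffer lacking enzyme served as negative control. Compound preincubated 15 min, then 50 nM substrate added; 0 and 10 min reads at room temperature.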
* = called active by the depositor; u = inconclusive; x = not tested or not shown; & = joins results of further samples; [ ] = remark or other dose. Calls follow the shape of the dose curve; as a rule, active = well fitted curve in the direction sought with a large enough effect; inconclusive = small, poorly fitted or top-dose-only effect, or another doubt; inactive = no such curve, though single readings can be large; an effect the other way counts as inactive or inconclusive. Potency is read from the fitted curve at half-maximal effect.

SMILES	G9a inh	BLM helicase inh	POLH inh	BAZ2B block	POLI inh	JMJD2A Tudor inh	APEX1 inh	Pol kappa inh	Pol beta inh
Cc1ccc(OCC(=O)Nc2ccc3c(c2)nc(CCN2CCC(C)CC2)n3C)cc1	-9.4%	-2.0%	-11.0%	-15.4%[57.1 µM]	11.6%	-16.5%	54.8%[activator]	8.0%	-25.6%
Cc1ccccc1NC(=O)CSc1nnc(COc2ccc(Cl)cc2)o1	u	-4.8%	-2.9%	-2.0%	2.4%	-27.5%	x	-12.8%	-1.2%
Cc1c(C(=O)N(C)C)sc2c1c(=O)n(-c1ccc(Cl)c(Cl)c1)c(=O)n2Cc1ccc(F)cc1	5.6%[59 µM]	-4.7%	-0.2%	1.9%	8.2%	-12.3%	x	1.9%[60.1 µM]	10.7%
CC(=O)c1ccc(OCCCC(=O)Nc2ccc(C)c(S(=O)(=O)N3CCCCC3)c2)cc1	u	x	-19.3%	0.7%	42.2%[activator]	-10.5%	26.6%	-1.7%	x
O=C(O)c1cccnc1SC1CC(=O)N(c2ccc(OC(F)F)cc2)C1=O (stereo unspecified)	44.7µM*	0.9%	-4.6%	-17.8%	-19.8%	-4.5%	-6.5%	-10.6%	-9.9%
NC(=O)c1ncn([C@@H]2O[C@H](CNCc3cc(Cl)ccc3OCc3ccc(Cl)cc3)[C@@H](O)[C@H]2O)n1	x	x	2.7%	x	u	-25.3%	x	-15.7%	x
CC(C)c1nnc(NC(=O)CN(C)S(=O)(=O)c2ccc3c(c2)OCCO3)s1	5.4%	-1.2%	-7.4%	-0.6%	9.6%	-3.8%	-5.0%	0.4%	0.9%
CCCCc1c(O)nc(SCC(=O)NC(C)(C)C)n(-c2ccccc2C)c1=O	15.7%[0.501 µM]	-12.4%	6.9%	5.6%	-19.2%[58.9 µM]	0.0%	3.3%	-5.5%	u
COc1cccc(C(=O)Nc2ccccc2OC(F)(F)F)c1	7.8%	-2.9%	-12.2%	1.5%	36.4%[activator]	2.8%	3.7%	-8.8%	4.0%
C=CC(=O)OCCOCCOCCOCCOC(=O)C=C	4.1%[0.501 µM]	x	-5.8%	-1.1%	13.2%	0.0%	34.9%&0.6%&1.0%	17.0%	x
COc1ccc(CNC(=O)c2ccc(CNS(=O)(=O)c3ccc(F)cc3)cc2)cc1	-5.9%[59 µM]	-2.5%	-13.8%	4.0%	1.3%	-15.1%	x	-3.8%[60.1 µM]	1.4%
CC(=O)c1ccc(NC(=O)NCc2ccc(F)cc2)cc1	-3.0%	-2.5%	-2.5%	-30.3%	23.7%	-7.1%	13.6%	-0.9%	18.4%
O=C(CN1CCCCC1)Nc1cccc(Cl)c1	-9.4%	-7.4%	-16.6%	-13.6%	-1.6%	4.8%	0.9%	9.3%	0.7%
Cc1nn(CC(O)COc2ccc3c(c2)CCC3)c(C)c1C (stereo unspecified)	16.3%[59 µM]	-2.6%	-17.6%	-3.9%	9.1%	u	-4.1%	-17.1%	-29.3%
CCn1cc(C(=O)Nc2ccc(OC)c(OC)c2)c2cc(OC)c(OC)cc2c1=O	-12.0%[12.7 µM]	-7.3%	-21.9%	9.8%	39.3%[activator]	-8.3%	-3.3%	-18.3%	7.7%
CC(=O)c1cccc(NC(=O)N2CCCC2C(=O)NCc2ccccc2)c1 (stereo unspecified)	-42.7%[12.7 µM]	-3.5%	4.1%	-24.7%	6.2%	1.7%	-0.8%	-16.2%	2.1%
CCN(c1ccc(NC(=O)COC(=O)c2ccc(C)c(S(=O)(=O)N3CCOCC3)c2)cc1)C(C)C	4.47µM*	-3.6%	-4.1%	u	16.9%	22.4µM*	2.0%	-5.4%	8.8%
COC(=O)c1cn(CCC#N)nc1-c1ccc2ccccc2c1	-0.1%	-1.7%	3.1%	-3.2%	71.8%[activator]	-5.4%	-6.7%	-8.5%	-16.3%
COCCn1c(C)cc(O)c(C(c2ccccc2)N2CCN(c3ccccc3F)CC2)c1=O (stereo unspecified)	u	4.4%	8.8%	u	-16.3%	-2.6%	x	2.9%[60.1 µM]	26.6%
O=c1[nH]c(=O)n(-c2ccc(F)cc2)c2c1C(C(F)(F)F)(C(F)(F)F)N=C(c1ccc(F)cc1)N2	-13.0%[2.33 µM]	2.3%	-13.3%	u	12.2%	-21.9%	1.6%	-3.4%	37.3%
COc1cc(/C=N/NC(=O)c2nnn(-c3nonc3N)c2C(C)C)ccc1OCc1ccccc1	35.2%[0.0925 µM]	-9.8%	-13.2%	0.8%	-10.8%	-24.7%	-26.0%	-3.1%	7.3%
CC(=O)c1c(C)[nH]c(C(=O)OCC(=O)N2CCN(S(=O)(=O)c3ccc(C)cc3)CC2)c1C	1.2%[12.7 µM]	x	-6.2%	50.1µM*	7.1%	-11.5%	10.0%	11.2%	x
O=C(O)c1cccc2c1C(=O)N(Cc1ccccc1)C2	-26.8%	0.6%	-13.3%	-26.1%	145.3%[activator]	-20.5%	9.6%	-16.1%	2.1%
CCCCN(C)C(=O)c1nc2ccccn2c1CNCCCn1ncc2ccccc21	5.2%	0.5%	-12.6%	-13.6%	-8.4%	-12.5%[11.4 µM]	0.8%	-12.5%	19.6%
CCc1ccc2oc(C(=O)N(Cc3ccc(N(C)C)cc3)Cc3ccco3)c(C)c2c1	10µM*	-4.7%	x	8.91µM*	-8.6%	17.8µM*	x	-4.8%	-13.3%
CCCc1nnc(NC(=O)C23CC4CC(CC(C4)C2)C3)s1	18.0%	0.4%	-8.7%	5.4%	13.6%	-19.8%	-6.9%	6.6%	46.5%
CCS(=O)(=O)NCCc1csc2nc(-c3ccc(OC)cc3)nn12	2.5%[59 µM]	1.5%	-14.5%	2.9%	15.2%	4.5%	x	-3.4%[60.1 µM]	2.0%
O=C(CN1CCN(c2ccccc2F)CC1)c1ccc(O)cc1O	-28.2%	-1.1%	-3.8%	-29.2%	8.9%	-23.4%	6.7%	-6.7%	30.5%
CCn1cc(CN2CCC(n3nccc3NC(=O)c3ccccc3C)CC2)c(C)n1	12.5%[0.501 µM]	-0.3%	-2.4%	-6.8%	-3.7%	-10.3%	5.3%	-5.4%	31.6%
O=c1cc(-c2ccccc2)nc(SCc2nc(-c3ccc(Cl)cc3)no2)[nH]1	0.3%[59 µM]	-4.9%	20.0%	2.4%	-10.4%	-15.3%	x	-8.9%[60.1 µM]	1.3%
Cc1onc(-c2c(Cl)cccc2Cl)c1C(O)c1ccc(F)cc1 (stereo unspecified)	-2.6%	-4.7%	-25.1%	-1.1%	80.1%[activator]	9.2%	17.0%	-4.0%	-16.9%
CCCC(=O)Nc1c(O)c2ccccc2[nH]c1=O	u	-1.5%	-4.8%	x	-3.4%	-2.9%	23.0%	4.1%	-5.3%
COC(=O)C1=C(N)Oc2cc(C)n(Cc3cccnc3)c(=O)c2C1c1ccc(OC)c(OC)c1OC (stereo unspecified)	15.3%[59 µM]	2.7%	-5.8%	5.0%	-10.7%	11.3%	20.3%	3.8%	5.5%
O=C(CCNC(=O)c1ccccc1)NCCCc1ccccc1	-1.1%[59 µM]	x	-4.3%	-4.7%	12.8%	-9.8%	22.0%	-2.5%	x
Cc1nc2c(-c3ccccc3)c(C)nn2c(C)c1CCC(=O)Nc1ccccc1F	12.3%[59 µM]	-2.9%	-14.8%	-2.4%	38.7%[activator]	7.4%	x	-3.4%	20.4%
COCC(C)n1c(SCc2ccc(OC)c(F)c2)nc2ccccc2c1=O (stereo unspecified)	91.2%[activator]	-13.2%	-14.0%	16.6%	45.5%[activator]	47.4%[activator]	11.5%	-18.4%	22.1%
O=C(COC(=O)c1ccc[nH]c1=O)NCCc1ccc(Cl)cc1Cl	20.9%[59 µM]	-3.3%	-15.3%	-3.5%	-22.7%	6.5%	1.3%	-1.1%	11.1%
COc1ccc(NC(=O)C(=O)NCCN2CCN(C(=O)c3ccc(C)cc3)CC2)cc1	31.2%	-1.5%	-13.7%	-3.0%	47.8%[activator]	-4.6%	9.3%	-4.2%	15.1%
Cn1c(=O)c2sccc2n2c(CCCC(=O)NCc3ccccc3)nnc12	-1.7%[59 µM]	5.3%	-9.2%	-0.7%	3.2%	-13.8%	x	-15.4%[60.1 µM]	3.9%
O=C(O)CC(NS(=O)(=O)c1c(F)cc(F)cc1Br)c1ccccc1Cl (stereo unspecified)	8.5%	-1.3%	-12.3%	-8.7%	33.1%	-10.3%	14.5%	-2.4%	18.0%
CC(=O)NC(=S)NNC(=O)c1ccc(Br)cc1	8.91µM*	-7.8%	-15.4%	5.3%	-26.4%	-16.9%	2.2%	1.9%	-21.7%
CCOC(=O)c1cc2c(=O)n3ccccc3nc2n(Cc2ccco2)c1=NC(=O)c1ccc(C)c(C)c1	-2.7%[59 µM]	-6.3%	-13.4%	3.0%	u	6.5%	x	-22.8%	-19.6%
CC(=O)Nc1ccc(NC(=O)c2ccccc2N(C)S(=O)(=O)c2ccccc2)cc1	17.3%[0.501 µM]	4.5%	-6.4%	9.8%	74.4%[activator]	-10.3%	-10.8%	-8.9%	110.1%
CCOC(=O)Cn1c(=O)c2c(nc3n2CCCN3CCc2ccccc2)n(C)c1=O	-13.4%	-3.1%	-13.2%	-33.1%	22.5%	-13.3%	30.5%	-26.6%	-0.1%

Some of the compounds tested. The share of hits here may be higher or lower than overall.
